TIM10 inh = growth inhibitors of isogenic TIM10 control yeast, primary screen, counter-screen for tim10-1 yeast inhibitor project, luminescence, uHTS; hit rate 1.4% among 330,000; S. cerevisiae TIM10 strain growth, BacTiter-Glo luminescence, 24 h; inhibition, % at 10 µM; AID 463195, 2010;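 active = inhibition of 40% or more at the single tested concentration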;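 note: wild-type TIM10 isogenic control strain grown at permissive 25 °C; 0% = DMSO yeast wells and 100% = minimal medium wells without yeast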
Mdm2 MdmX PPI = inhibitors of human Mdm2-MdmX association, primary screen, cell-based, luminescence, split luciferase, SaOS-2, uHTS; Protein Mdm4 (Homo sapiens) + E3 ubiquitin-protein ligase Mdm2 (Homo sapiens), …; SaOS-2 split-luciferase Mdm2/MdmX complementation; inhibition, % at 8 µM; hit rate 3% among 330,000; AID 485346, 2010;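 active = inhibition of at least 50% at 8 µM in the primary screen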
Target sequence (O15151 whole entry, looked up): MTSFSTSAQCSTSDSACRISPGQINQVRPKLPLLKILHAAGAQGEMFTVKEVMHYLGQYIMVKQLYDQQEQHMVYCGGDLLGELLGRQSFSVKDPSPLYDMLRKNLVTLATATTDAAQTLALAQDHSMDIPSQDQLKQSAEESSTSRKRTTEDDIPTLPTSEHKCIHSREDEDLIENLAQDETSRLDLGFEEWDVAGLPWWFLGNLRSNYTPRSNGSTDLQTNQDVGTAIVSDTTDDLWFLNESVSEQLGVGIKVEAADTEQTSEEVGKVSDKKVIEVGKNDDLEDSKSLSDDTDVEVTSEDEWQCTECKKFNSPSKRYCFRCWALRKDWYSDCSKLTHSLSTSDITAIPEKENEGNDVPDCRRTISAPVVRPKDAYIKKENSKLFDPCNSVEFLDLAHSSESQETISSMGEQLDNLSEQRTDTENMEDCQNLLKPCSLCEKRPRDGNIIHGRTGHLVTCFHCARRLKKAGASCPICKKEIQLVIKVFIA
Target sequence (Q00987 whole entry, looked up): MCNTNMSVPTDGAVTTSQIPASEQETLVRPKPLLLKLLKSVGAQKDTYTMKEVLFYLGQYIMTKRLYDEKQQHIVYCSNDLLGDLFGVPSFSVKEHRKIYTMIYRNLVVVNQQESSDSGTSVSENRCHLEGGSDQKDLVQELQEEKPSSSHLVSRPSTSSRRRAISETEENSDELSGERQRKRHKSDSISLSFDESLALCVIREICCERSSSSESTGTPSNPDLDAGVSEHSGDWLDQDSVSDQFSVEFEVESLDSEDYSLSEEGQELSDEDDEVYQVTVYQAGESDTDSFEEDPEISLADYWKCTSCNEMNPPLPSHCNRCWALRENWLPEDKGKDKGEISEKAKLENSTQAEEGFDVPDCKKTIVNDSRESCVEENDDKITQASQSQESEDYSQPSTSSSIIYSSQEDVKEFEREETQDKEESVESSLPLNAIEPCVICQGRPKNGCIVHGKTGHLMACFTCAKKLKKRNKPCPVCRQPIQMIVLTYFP
NALP3 yeast inh = NALP3 inflammasome inhibitors in reconstituted yeast, primary screen, luminescence, uHTS; Yeast reconstituted NLRP3/ASC/caspase-1, beta-gal luminescence, 24 h; inhibition, % at 10 µM; hit rate 0.39% among 330,000; AID 2825, 2010;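 active = inhibition of 50% or more; inactive = inhibition below 50%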;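 note: plate controls were induced DMSO wells for no effect and uninduced yeast grown without galactose for full effect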
tim23-1 inh = growth inhibitors of tim23-1 mutant yeast, primary screen, luminescence, uHTS | S. cerevisiae tim23-1 growth, BacTiter-Glo luminescence, 24 h | inhibition, % at 20 µM | hit rate 1.3% among 330,000 | AID 463212, 2010;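 active = growth inhibition of the mutant yeast at or above 50%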;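 note: temperature-sensitive mutant grown at 25 °C; plate controls were DMSO-treated mutant yeast for no effect and medium wells lacking yeast for full effect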
tim10-1 inh = growth inhibitors of tim10-1 mutant yeast, primary screen, luminescence, uHTS. S. cerevisiae tim10-1 ts strain growth, BacTiter-Glo, 24 h. inhibition, % at 20 µM. hit rate 2.2% among 330,000. AID 463190, 2010;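 active = inhibition of at least 40%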;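 note: mutant grown at 25 °C; 0% = DMSO wells with yeast and 100% = wells holding no yeast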
CHOP UPR activ = activators of apoptotic CHOP UPR arm, primary screen, cell-based, CHO-CHOP luciferase reporter, luminescence, uHTS; UPR activation; percent of tunicamycin response over DMSO baseline; activation, % at 10 µM; hit rate 0.34% among 330,000;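 active = at 10 µM dose, activation of 40% or more, normalized to positive control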;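 note: 100% = tunicamycin at 10 µg/mL and 0% = DMSO alone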
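Assay system: CHO-CHOP cells, stable luciferase reporter of PERK-eIF2a-CHOP signalling / Buffer or medium: F12 plus 10% serum / Compound dosing: one dose, 10 µM in 0.5% DMSO / Times: 6 h compound treatment, 37 °C / Technique: luciferase luminescence / Read-out: % reporter activation, DMSO baseline versus tunicamycin full activation / Benchmarks: tunicamycin and DMSO controls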
APJ ag = agonists of human apelin receptor APJ, primary screen, CHO-K1 cells, PathHunter beta-arrestin, luminescence | hit rate 0.11% among 330,000 | 0% DMSO wells, 100% apelin | AID 2520, 2010 | P35414 | activation, % at 20 µM;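 active = activation more than six SD over the plate average, tested at 20 µM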;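 note: 0% = DMSO alone and 100% = apelin-13 at 10 nM; some results filed as inactive read as strong as hits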
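Assay system: CHO-K1 APJ beta-arrestin complementation cell line / Compound: single test compound dose, 20 µM final, 1% DMSO / Times: overnight seeding, 90 min compound at 25 °C, 1 h detection / Technique: beta-gal luminescence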
GRIN3A LBD mod = binders of NR3A ligand-binding domain, primary screen, biophysical, differential scanning fluorimetry, uHTS; Glutamate receptor ionotropic, NMDA 3A (GRIN3A) ligand-binding domain; NR3A LBD differential scanning fluorimetry, Tm shift; 0% = protein alone, 100% = glycine-bound protein; Tm shift relative to glycine control, % at 25 µM; hit rate 2.5% among 340,000; AID 1259313, 2017;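 active = melting temperature shift of at least 10% of the positive control shift, at one fixed dose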
XBP1 UPR activ = activators of adaptive XBP1 UPR arm, primary screen, cell-based, CHO-XBP1 luciferase reporter, luminescence, uHTS; AID 463104, 2010; hit rate 0.33% among 330,000; IRE1-XBP1 UPR activation; percent of tunicamycin response, DMSO as zero; activation, % at 20 µM;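 active = versus positive control, 20 µM dose yields 30% or more activation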;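 note: 100% = tunicamycin at 10 µg/mL and 0% = DMSO only wells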
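Assay system: IRE1-XBP1 luciferase reporter CHO line. Input: 1000 cells/well. Buffer or medium: F12 with 10% serum. Doses: 20 µM, 1% DMSO. Times: overnight seeding at 37 °C, 6 h compound treatment at 37 °C. Technique: Steady-Glo luciferase glow luminescence, 10 min after reagent addition.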
Active calls of the source: *; . = not tested or not shown; & = joins results of further samples. Hits appear at their usual frequency, and some 8.2% of all compounds hit somewhere here.

SMILES	TIM10 inh	Mdm2 MdmX PPI	NALP3 yeast inh	tim23-1 inh	tim10-1 inh	CHOP UPR activ	APJ ag	GRIN3A LBD mod	XBP1 UPR activ
O=C(COc1ccc2ccc(=O)oc2c1)NC1CCCC1	-1	5	14	10	3	-0.4	-1	1	-3
CCCCOC(=O)Nc1ccc(N2CCOCC2)cc1	-7	-49	19	10	2	4.0	-1	-1	3
COc1ccc(Nc2nc3ccc(C)cc3n3cnnc23)cc1Cl	9	31	30	29	19	3.4	-3	.	17
CC(NC(=O)COC(=O)c1cc(S(=O)(=O)N2CCOCC2)ccc1F)c1ccccc1 (centres undefined)	-5	-3	16	4	-2	-0.8	-3	3	-2
COc1ccc(S(=O)(=O)NC(N)=NCCc2ccccc2OC)cc1	-6	16	15	11	-5	-1.4	-2	-1	0
CCCc1nc(SCc2ccccc2Cl)n[nH]1	31	16	26	8	19	4.3	-8	0	0
CC(C)N(Cc1ccccc1)C(=S)NC(=O)C1(C)CC1(Cl)Cl (centres undefined)	41*	29	9	19	33	-1.5	-2	1	1
O=C(Nc1cc2cc([N+](=O)[O-])ccc2oc1=O)c1cccs1	14	-8	26	15	9	3.9	-4	.	-2
Cc1cccc(NC(=O)Nc2cnccn2)c1	-8	2	2	3	7	-0.8	-2	3	0
Cc1onc(-c2ccccc2)c1C(=O)OCC(=O)N1CCC(C)CC1	15	-2	16	13	9	0.5	-1	0	-5
COc1ccc(N2C(=O)C3CCCN3C2c2ccc(C)cc2)cc1Cl (centres undefined)	-4	-13	14	10	28	0.6	-6	-1	-1
C/C(=N/Nc1ccc(F)cc1)c1ccc(Cl)s1	2	8	10	49	38	6.1	3	-2	1
CC(C)[C@H]1C=C(C(=O)O)O[C@@H](OCc2ccc(CO)cc2)C1	3	5	11	-1	0	0.6	2	1	0
CCN(CC)C(=O)N1CCN(C(=O)N2CCOCC2)CC1	-8	11	4	7	-2	1.3	-4	2	0
COc1cccc(CN(C)S(=O)(=O)c2cccs2)c1	13	13	26	0	-4	2.5	-4	2	4
COC(=O)c1ccc(CNC(=O)C2CCC(=O)N(CCc3ccccc3)C2)cc1 (centres undefined)	5	9	-2	12	15	1.6	9	1	-3
CCc1ccc2c(c1)/C(=N/N(C)C(=S)NC)C(=O)N2	30	-18	11	17	31	0.8	-2	13*	1
CCCCOc1ccc(C(=O)NCC(=O)NC2CCCCC2)cc1	-8	-4	14	-5	-4	-0.7	-1	1	-1
COCCNC(=O)COC(=O)c1cccnc1SC	-11	10	6	9	-3	-2.0	-1	-2	-2
COc1ccc(C(=O)C[n+]2cc(-c3ccc(OC)cc3)n3c2CCCC3)cc1	0&3	37&18	5&-6	0&14	11&11	-0.6&-0.9	-4&-3	-1&0	-1&-2
CCOc1ccc(N2C(=O)CC(N)C2=O)cc1 (centres undefined)	72*	-5	30	40	73*	5.6	3	-7	-2
CCN(C(=O)N1CCOCC1)c1ccccc1C	6	17	11	-5	6	-2.3	-5	0	-1
COC(=O)c1ccc(CNC(=O)COC(=O)C2CCC(C(C)(C)C)CC2)cc1 (centres undefined)	22	13	24	0	27	1.7	-3	-31	0
CCOCCCNC(=O)c1[nH]c(C)c(C(C)=O)c1C	1	-8	12	8	-7	1.3	-2	5	-2
Cc1ccc(CSc2ccc(S(=O)(=O)N3CCCCC3)cn2)cc1	-2	8	22	1	-12	1.4	4	1	3

(list continues)
SMILES	TIM10 inh	Mdm2 MdmX PPI	NALP3 yeast inh	tim23-1 inh	tim10-1 inh	CHOP UPR activ	APJ ag	GRIN3A LBD mod	XBP1 UPR activ
CC(=O)Nc1cccc(C(=O)N/N=C/c2cccc(C)n2)c1	-8	1	6	-6	10	0.3	-3	-1	-7
CC(C)(C)n1nc2c(c1NC(=O)c1ccc(Br)cc1)CS(=O)C2 (centres undefined)	-6	-16	8	-2	-7	-0.3	-2	1	0
COc1ccc2ccccc2c1CNc1nnnn1C	-5	-2	10	-1	10	1.7	-6	0	-2
COC(=O)C1=C(N)OC2=C(C(=O)CC(C)(C)C2)C1c1ccoc1 (centres undefined)	6	8	3	11	15	-1.1	1	4	-5
CC(C)(C)c1cc[n+](-c2[nH]c(=O)sc2/C=N/NC([S-])=Nc2ccccc2)cc1	17	7	32	-12	3	-0.6	3	-2	1
Cc1nn2c(NCc3ccccn3)cc(C(C)C)nc2c1-c1ccccc1	64*	64*	12	60*	45*	9.6	-4	-7	6
Cc1ccc(/C=C/C(=O)NCCCN2CCN(CCCNC(=O)/C=C/c3ccc(C)cc3)CC2)cc1	0	-15	7	-5	5	3.9	-3	-5	-2
CCC1CCCCN1CCCNC(=O)C1CCN(Cc2nc(-c3ccc(Cl)cc3)oc2C)CC1 (centres undefined)	-9	98*	5	-18	-12	1.4	4	0	-4
Cc1ccc(Cn2c([N+](=O)[O-])cnc2C)cc1	4	29	-13	-6	5	0.3	-3	3	0
Cc1ccc(N(CC(=O)Nc2ccc3c(c2)OCCO3)S(=O)(=O)c2c(C)n[nH]c2C)cc1	3	-19	-3	13	15	-1.9	-2	5	1
COc1ccc(CCNC(=O)CSc2nnc3ccc(-c4cccnc4)nn23)cc1OC	5	-5	7	16	13	-0.8	-4	-1	0
CC(=O)NCCOC(=O)Nc1cccnc1	4	-4	0	3	-4	1.5	-5	1	-5
O=C(NN1CCOCC1)c1ccc(Cl)cc1Cl	12	-19	5	-8	4	2.5	-3	-1	1
CC1=CCC2C(=O)N(CCc3c[nH]c4ccccc34)C(=O)C2C1 (centres undefined)	8	-9	28	12	0	0.2	-3	-26	1
Cn1c2c(c(O)c(-c3ccccc3)c1=O)C(=O)CC(C)(C)C2	11	5	-7	19	14	1.1	-1	-3	6
CSCCC(NC(=O)COc1ccccc1)C(=O)O (centres undefined)	-25	5	-15	0	8	-0.1	-6	1	1
CN(C(=O)COC(=O)COc1ccccc1Cc1ccccc1)c1ccccc1	4	3	5	23	26	-0.5	-9	-1	-3
COc1cccc(NC(=O)CNC(=O)Cn2cnc3sc4c(c3c2=O)CCCC4)c1	-13	16	-8	4	0	0.7	-2	-2	-4
CCOc1ccccc1NC(=O)CSc1nnc(CNC(=O)c2ccccc2F)o1	3	13	8	19	24	0.1	-3	-5	-7
Cc1cc(C(=S)N2CCOCC2)c(C)n1-c1ccc(F)cc1	10	-9	21	3	25	0.2	-2	4	-2
CCc1cc[n+](-c2nc([O-])sc2C=O)cc1	-2	-1	24	-8	-12	-0.4	5	1	-1
Cc1ccc(C(=O)Nc2nc(=O)n(C)s2)cc1	-1	-4	0	-10	2	0.6	-4	1	2
CCc1nnc(NS(=O)(=O)c2ccc(NC(=O)c3ccc(Cl)cc3)cc2)s1	19	-20	2	13	-11	0.4	1	-7	-4
CCCc1cc(=O)[nH]c(SCC(=O)N(C)CC(=O)Nc2ccc(C)cc2)n1	6	0	10	9	7	-0.2	4	-1	0
CC1CCCCN1C(=O)CCC(=O)Nc1nnc(C2CCCCC2)s1 (centres undefined)	-3	-1	12	17	12	0.5	-3	1	-4

The last four compounds of the part before are carried over, then new ones follow.
SMILES	TIM10 inh	Mdm2 MdmX PPI	NALP3 yeast inh	tim23-1 inh	tim10-1 inh	CHOP UPR activ	APJ ag	GRIN3A LBD mod	XBP1 UPR activ
Cc1ccc(C(=O)Nc2nc(=O)n(C)s2)cc1	-1	-4	0	-10	2	0.6	-4	1	2
CCc1nnc(NS(=O)(=O)c2ccc(NC(=O)c3ccc(Cl)cc3)cc2)s1	19	-20	2	13	-11	0.4	1	-7	-4
CCCc1cc(=O)[nH]c(SCC(=O)N(C)CC(=O)Nc2ccc(C)cc2)n1	6	0	10	9	7	-0.2	4	-1	0
CC1CCCCN1C(=O)CCC(=O)Nc1nnc(C2CCCCC2)s1 (centres undefined)	-3	-1	12	17	12	0.5	-3	1	-4
Cn1c(CNC(=O)c2ccc3c(c2)OCO3)nnc1SCC(=O)Nc1ccc(F)cc1F	-3	17	12	-8	-9	-0.1	-2	-1	3
COC(=O)c1cc2c(-c3ccccc3)c(C)c3ccccn3c-2c1C(=O)OC	22	17	2	9	11	-2.4	-4	-5	-1
N#Cc1c(N)oc(-c2ccco2)c1-c1ccco1	14	0	3	14	17	-2.7	-3	-1	1
COc1ccccc1NS(=O)(=O)c1ccc2oc(SCc3ccc(F)cc3)nc2c1	17	43	7	16	15	0.3	-1	-11	-2
CC(=O)N(C)c1ccc(NC(=O)Nc2ccc(Cl)cc2)cc1	-13	10	10	-15	-6	4.6	1	0	2
CCOc1ccc(NC(=S)Nc2cc(-c3ccccc3)[nH]n2)cc1	29	7	30	22	38	1.7	-3	14*	-1
Cc1c(C(=O)N/N=C/c2ccc(N(C)C)cc2)[nH]c2ccc(Cl)cc12	6	65*	-3	-13	13	-1.1	0	27*	25
Cc1cc(C)c(OCC(=O)OC(C)C(=O)N2CCc3ccccc32)c(C)c1 (centres undefined)	-9	19	27	18	9	-1.6	-2	4	-3
Cc1ccccc1NC(=O)NC1(C(=O)N2CCCC2)CCCCC1	-7	30	14	0	-2	2.2	-1	-3	1
O=C(c1cc([N+](=O)[O-])ccc1Cl)N1CCc2ccccc21	6	-4	-10	33	0	-0.6	1	-1	0
O=c1[nH]c2ccsc2c(=O)n1CCO	0	28	8	12	5	0.7	2	1	-6
Cc1oc(=O)cc(OCc2ccccc2)c1C	-10	-9	.	18	-4	1.9	.	-1	2
Cc1cccc(NS(=O)(=O)c2ccc(C)c(C(=O)NCC(c3ccccc3)N(C)C)c2)c1 (centres undefined)	0	22	10	-6	-4	1.6	-2	3	-2
O=C(Oc1ccccc1)c1cc2ccccc2o1	-16	13	-7	5	-7	0.3	-3	0	8
Cc1ccc(-n2[nH]c(C)c(C=Nc3ccc(C)cn3)c2=O)cc1	-3	20	21	6	13	-0.9	-1	7	-2
NC(=O)COc1ccc(/C=N\NC(=O)c2ccc(-c3ccccc3)cc2)cc1	-4	20	10	0	10	0.1	3	-7	-4
COc1cccc(CN(C)C(=O)c2cc(S(=O)(=O)N3CCN(c4ccccc4)CC3)ccc2Cl)c1	18	8	-2	19	27	3.7	4	0	-6
CSc1nc2ccc(NC(=O)C3CC(=O)N(Cc4ccco4)C3)cc2s1 (centres undefined)	4	-16	6	5	-1	-1.6	-2	0	0
CC1CN(C(=O)c2nn(C)cc2[N+](=O)[O-])CC(C)O1 (centres undefined)	-1	22	13	-8	-10	-2.6	1	1	-3

Screening data from PubChem BioAssay.
